Screening results (PubChem)
Yeast lifespan up: yeast lifespan extension; AID 775; S. cerevisiae growth with nicotinamide, OD615; deaD strain in restrictive glucose medium; inhibition of the nicotinamide effect, % at 10 µM; 130,000 tested, 0.68% active;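 active means inhibition above a set limit, placed 3 SD over the median of all compounds, cut at about 26% in these data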;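 further: 0% = nicotinamide-treated wells and 100% = cells grown without nicotinamide; some compounds called inactive have numbers as strong as hits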
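Test system: DeaD-strain S. cerevisiae / Buffer or medium: restrictive glucose medium / Also added: nicotinamide 1.5 mM / Doses: one concentration, 10 µM, DMSO 0.25% / Schedule: 48 h at 30 °C / Signal: OD615 measurement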
BB579 growth dn: yeast BB579 growth reduction in restrictive medium | S. cerevisiae BB579 growth, OD615, 48 h | 140,000 tested, 0.51% active | inhibition, % at 10 µM;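 active means inhibition above a set limit, 3 SD over the mean compound inhibition, cut at about 44% in these data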; further: inactives centre near -24
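System: Saccharomyces cerevisiae DeaD strain BB579, replicative lifespan model yeast | Buffer or medium: Restrictive glucose-based CSMM-D medium | Times: 4 h preincubation and 48 h exposure at 30 °C | Detection: OD615 turbidity measurement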
HCT116 PTEN-null: suppresses growth of cells with PTEN deletion; HCT116 PTEN-null viability, CellTiter-Glo, 60 h; stronger effect = lower value; viability, % at 10 µM; 140,000 tested, 1.2% active; AID 827;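 active means viability at or below a set limit, 4 SD under the median of all tested compounds, cut at about 3.7% in these data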;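 further: PTEN knockout HCT116 line with beta catenin targeted HCT116 as companion control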
MRP-1 activ: activators of MRP-1. H69AR cells + doxorubicin, viability rescue, CellTiter-Glo. viability increase, % at 10 µM. 140,000 tested, 0.61% active;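 active means viability gain under doxorubicin at or above a set limit, the compound median plus 3 SD, cut at about 4.7% in these data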;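 further: MRP-1 overexpressing cells given doxorubicin 25 µM after compound pretreatment; 18-22 h compound pretreatment then 72 h with doxorubicin before readout; 0% = doxorubicin-only wells and 100% = vehicle-treated cells without doxorubicin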
E-sel TNF inh: blocks E-selectin expression induced by TNF alpha; HUVEC TNFa-induced E-selectin immunofluorescence, high content; inhibition, % at 2 µM; 120,000 tested, 0.71% active; AID 1246;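 active means inhibition above the batch mean plus 3 SD, and confirmed as a hit on visual image review, cut at about 43% in these data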;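 further: 0% = TNF-stimulated DMSO wells and 100% = unstimulated control wells; not every result past the cut was called active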
bCat KO growth: beta-catenin-lacking colon tumor cell growth suppression; viability, % at 10 µM; HCT116 beta-catenin knockout viability, CellTiter-Glo, 60 h; stronger effect = lower value; AID 818; 140,000 tested, 1.5% active;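 active means viability at or under a set limit, the compound median less 4 SD, cut at about 6% in these data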;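 further: 0% = Hyamine 1622 control at 20 µM and 100% = untreated cell control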
Measles CPE: protection of cells from measles virus. 140,000 tested, 1.5% active. protection (pct of control), % at 4 µM. Measles virus-infected cells, CPE protection, absorbance; in the data active means protection mostly above about 24%, no sharp cut-off; inactive means mostly below about 26%; further: some compounds called inactive have numbers as strong as hits
Phagocytosis inh: macrophage phagocytosis inhibition. J774A.1 macrophage IgG-bead phagocytosis, imaging. inhibition, % at 5 µM. 110,000 tested, 0.07% active. AID 1029;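 active means inhibition above the mean of the plate negative controls plus 5 SD, cut at about 13% in these data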;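 further: phagocytic index as fraction of beads internalized from green versus red external bead signal; plate controls were DMSO negative control for no effect and cytochalasin-D positive control for full effect; some results beyond the cut were filed as inactive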
NPY Y2 blocker: NPY-Y2 (human) receptor antagonism; P49146; NPY-Y2 expressing cells, antagonist mode; inhibition, % at 2.7 µM; 140,000 tested, 0.99% active; in the data active means inhibition above about 17%;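 further: 0% = vehicle with agonist challenge and 100% = reference antagonist with challenge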
Target sequence (P49146 whole entry, looked up): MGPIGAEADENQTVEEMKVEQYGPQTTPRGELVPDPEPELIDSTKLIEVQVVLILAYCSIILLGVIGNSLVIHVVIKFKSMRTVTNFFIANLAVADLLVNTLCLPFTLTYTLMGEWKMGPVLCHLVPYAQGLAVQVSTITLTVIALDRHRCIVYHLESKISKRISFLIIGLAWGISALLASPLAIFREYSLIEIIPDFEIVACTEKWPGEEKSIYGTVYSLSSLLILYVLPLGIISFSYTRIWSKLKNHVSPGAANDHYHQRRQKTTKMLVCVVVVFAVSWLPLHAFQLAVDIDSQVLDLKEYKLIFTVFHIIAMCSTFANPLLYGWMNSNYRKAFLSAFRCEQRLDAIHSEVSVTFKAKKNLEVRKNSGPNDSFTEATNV
GALR2 antag: GALR2 (human) receptor antagonism | 140,000 tested, 0.39% active | GALR2-expressing cells, antagonist mode | AID 828 | inhibition, % at 4 µM; in the data active means inhibition above about 27%;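 further: cells stimulated with galanin 1-16 at roughly its EC80; 0% = agonist challenge control and 100% = basal control without agonist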
Target sequence (O43603 whole entry, looked up): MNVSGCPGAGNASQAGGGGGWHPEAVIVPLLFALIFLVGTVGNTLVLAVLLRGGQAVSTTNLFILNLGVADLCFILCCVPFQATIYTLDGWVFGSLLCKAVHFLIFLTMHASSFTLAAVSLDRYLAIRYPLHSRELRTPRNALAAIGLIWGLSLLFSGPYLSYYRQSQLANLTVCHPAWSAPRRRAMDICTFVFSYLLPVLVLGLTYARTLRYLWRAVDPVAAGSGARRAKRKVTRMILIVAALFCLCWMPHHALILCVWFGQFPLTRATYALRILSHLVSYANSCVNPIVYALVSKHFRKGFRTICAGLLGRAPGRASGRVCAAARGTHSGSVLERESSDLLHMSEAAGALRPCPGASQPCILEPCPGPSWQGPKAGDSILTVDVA
Numbers without * were called inactive; · = not tested or not shown.

Molecule	MRP-1 activ	HCT116 PTEN-null	BB579 growth dn	NPY Y2 blocker	bCat KO growth	GALR2 antag	Measles CPE	Phagocytosis inh	E-sel TNF inh	Yeast lifespan up
CC1CCN(S(=O)(=O)c2ccc3c(c2)c(=O)c(C(=O)NCc2ccccc2Cl)cn3C)CC1	-3.2	92	-14	0	95	0	17	·	-26	1
COc1ccc(/C=N/OCC(=O)N2CC3(C)CC2CC(C)(C)C3)cc1OC (centres undefined)	·	95	-48	3	90	-3	44*	0	28	-7
NCC(c1ccccc1)(c1ccccc1)c1ccccc1	-4.2	15	-23	7	17	-10	3	0	·	5
NS(=O)(=O)c1ccc(NC(=O)CSc2ccccn2)cc1	-0.1	90	-38	4	97	-8	8	-3	33	-6
O=C(COC(=O)c1c(Cl)cccc1Cl)Nc1ccccc1Br	-1.0	94	-14	10	95	11	·	-6	·	-9
C=CCn1c(SCC(=O)Nc2nc(C)cs2)nnc1C(NC(=O)c1ccccc1)C(C)C (centres undefined)	-4.0	96	6	1	94	-4	16	·	-23	·
O=C(NC1CC2CCCC(C1)N2C(=O)NCc1ccccc1)C1CC1 (centres undefined)	-0.5	98	-52	4	100	9	20	0	-30	0
Cc1ccc(NC(=O)COC(=O)CCC(=O)c2ccc(C(C)(C)C)cc2)c([N+](=O)[O-])c1	-1.2	94	-28	3	98	2	3	0	·	8
CCc1ccc2c(c1)C(c1cccs1)=NNC(c1cccnc1)=N2	-2.2	75	-25	4	85	0	6	0	-62	-8
NS(=O)(=O)c1ccc(CCNC2CC(=O)N(Cc3ccccc3)C2=O)cc1 (centres undefined)	-2.0	85	-28	3	89	-12	4	0	1	-20
O=C(NCC1CCCO1)C1CC(c2ccccc2Cl)=NO1 (centres undefined)	0.1	92	-31	1	87	-10	20	-1	23	-6
O=c1[nH]c(C2CCCN(S(=O)(=O)c3ccc(F)cc3)C2)nc2c1nnn2Cc1ccccc1 (centres undefined)	-1.2	83	-26	0	86	-1	14	1	3	-3
O=C(NCCc1cccs1)C1CC(c2ccc([N+](=O)[O-])cc2)=NO1 (centres undefined)	-0.6	97	-34	3	107	-5	4	-1	-7	-38
Cc1occc1C(=O)NCCc1ccc(Cl)cc1	2.9	100	-25	3	92	-18	26	0	6	-7
CC(NS(=O)(=O)c1ccc(OCC(=O)Nc2cccc([N+](=O)[O-])c2)cc1)c1ccccc1 (centres undefined)	-1.8	24	-38	-3	36	12	28	-3	·	10
COC(=O)CSc1nnc(CSc2nc(C)cc(C)n2)o1	0.2	103	-52	1	98	9	17	-3	-3	4
Cc1cc(C)c(S(=O)(=O)n2ccc3ccccc32)c(C)c1	-0.6	75	-28	10	75	2	7	2	3	-5
Cc1oc2c(cc(NS(=O)(=O)c3ccc4c5c(cccc35)C(=O)N4)c3ccccc32)c1C(=O)OC(C)C	-3.4	53	-41	5	68	14	10	·	21	-2
O=[N+]([O-])c1ccc(C(=S)N2CCN(Cc3ccccc3)CC2)cc1	-0.8	94	3	-1	99	6	23	0	13	-5
CCN1/C(=C/c2ccc3cc(C)ccc3[n+]2CC)Sc2ccccc21	-4.3	1.3*	98*	9	1.2*	46*	1	-19	-29	-11
CCCn1nc2cc(C(=O)NCCCCc3ccccc3)ccc2c1OCC	-1.2	92	-32	5	91	-1	5	·	-47	-15
N#Cc1cccc(NC(=O)c2nc(-c3ccccc3)n(-c3ccccc3)n2)c1	1.0	70	-56	2	87	11	9	0	·	-19
COCCCN1CCN(C2Cc3ccccc3Sc3ccc(Cl)cc32)CC1 (centres undefined)	-4.7	26	-41	16	23	13	15	-8	·	5
COc1cc(Cl)c(C)cc1NC(=O)COC(=O)c1cnc(C)cn1	1.3	89	-30	3	100	10	9	-1	2	-20
Cc1cc(-c2ccccc2)nc2cc(C(N)=O)nn12	-2.6	95	-20	2	88	13	29	·	-9	-3

Given with values under each structure: entries from further up.
Order of results – MRP-1 activ	HCT116 PTEN-null	BB579 growth dn	NPY Y2 blocker	bCat KO growth	GALR2 antag	Measles CPE	Phagocytosis inh	E-sel TNF inh	Yeast lifespan up
- COc1cc(Cl)c(C)cc1NC(=O)COC(=O)c1cnc(C)cn1
    1.3	89	-30	3	100	10	9	-1	2	-20
- COC(=O)CSc1nnc(CSc2nc(C)cc(C)n2)o1
    0.2	103	-52	1	98	9	17	-3	-3	4

Next section:
Molecule	MRP-1 activ	HCT116 PTEN-null	BB579 growth dn	NPY Y2 blocker	bCat KO growth	GALR2 antag	Measles CPE	Phagocytosis inh	E-sel TNF inh	Yeast lifespan up
O=C(Oc1cccc2cccnc12)c1ccc(N2C(=O)C3C4CCC(C4)C3C2=O)cc1 (centres undefined)	-3.4	24	-26	-1	29	6	6	1	·	3
Cc1nnc2sc(-c3ccco3)nn12	-0.5	101	-39	1	97	11	8	0	9	-5
CC1=CC(C)(C)N(S(=O)(=O)c2ccc(F)cc2)c2ccccc21	-2.3	21	-26	16	18	-1	3	-1	-8	12
COC(=O)c1ccc(N2CCOCC2)c(F)c1	0.3	102	-46	1	100	-11	11	-2	-16	-8
CCN(CC)C(c1ccc(F)cc1)c1nnnn1CC1CCCO1 (centres undefined)	-0.8	104	-8	4	100	3	10	1	11	3
COc1ccc(-n2nc(C(=O)Nc3ccc4c(c3)OCO4)c3ccccc3c2=O)cc1	-2.3	81	-28	23*	81	-6	12	1	-41	-3
O=C(NCc1ccco1)c1ccc(COCC(F)(F)C(F)F)cc1	-2.1	97	-35	-1	97	-7	33*	0	20	-4
On1c(-c2ccco2)nc2c1CCc1nonc1-2	0.2	85	-9	8	86	3	0	0	-14	-3
CCN(CC)S(=O)(=O)c1ccc(Cl)c(NC(=O)CSc2nnc(-c3cccs3)o2)c1	-2.3	94	-35	0	90	1	8	-6	-20	4
CCCNC(=O)Nc1cc(C)on1	-0.1	106	-33	2	91	10	13	1	-13	-13
c1ccc(-c2nnc(SCCC3OCCCO3)o2)cc1	-2.5	90	-10	0	109	-1	37	·	2	-13
Cc1ccc(NC(=O)Cc2nc(CSc3nnc(-c4ccc5c(c4)OCO5)o3)cs2)cc1	-1.7	86	-67	4	74	1	17	-1	-7	-2
C/C(=N\Nc1nc2ccccc2[nH]1)c1cccs1	-1.9	76	-6	3	83	20	10	-8	·	0
CCOC(=O)N1CCN(C(=O)C2CCN(S(=O)(=O)c3cc(Cl)ccc3Cl)CC2)CC1	-5.0	84	-18	1	94	-5	3	0	-11	-14
COc1ccc(NC(=S)Nc2ncccc2C)c(OC)c1	-4.4	86	-15	0	84	1	23	·	3	-14
Cc1noc(C)c1S(=O)(=O)N(C)CC(=O)Nc1ccc(F)cc1	0.0	96	-7	0	88	-18	7	0	11	-7
COC(=O)Nc1ccc(NC(C)=O)cc1	-0.2	110	-29	-2	94	4	11	0	-2	-10
CC(CC(=O)Nc1ccc2c(c1)OCCO2)c1ccccc1 (centres undefined)	0.6	111	-67	3	106	8	15	0	-45	-10
CN(C)CC(=O)N1c2ccccc2CCc2ccc(NC(=O)c3ccc(N)cc3)cc21	-2.3	93	-51	2	78	0	7	0	29	-9
CC1(C)Cc2nc(-c3ccccc3)n3cnnc3c2CO1	-1.7	92	-14	0	96	6	3	0	27	-1
Cc1nn(C)c(C)c1CN(C)C(=O)c1cnn2c1NC(c1ccccc1)CC2C(F)(F)F (centres undefined)	-0.7	102	-39	1	95	12	5	0	·	-7
CCCCOc1ccccc1P(=O)(O)CP(=O)(c1ccccc1)c1ccccc1	-1.0	79	-36	0	81	4	26	1	·	-8
Cc1ccc(/C=C/C(=O)O)cc1S(=O)(=O)NCCCO	-0.5	95	-46	0	91	-6	17	0	-46	-19
Cc1ccc(C(=O)CNc2cccc(Cl)c2)cc1	-0.5	97	-12	5	95	2	40	-5	·	-5
C/C(=C/C(=O)N1CCc2ccccc21)C(=O)O	-3.4	93	10	4	93	0	31	·	·	1
Clc1ccc(/C=N/NC2=Nc3cccc4cccc2c34)cc1	-3.3	34	-18	3	51	11	9	-8	39	-3
CCN(CC)CCOC(=O)c1cccc(OC)c1	1.5	96	1	2	97	1	6	·	4	-2
Cc1cc2cc(CN(CC3CCCO3)C(=S)NCc3ccco3)c(=O)[nH]c2cc1C (centres undefined)	-2.6	75	-1	4	73	0	7	-10	·	5
COc1ccc(/C=C/C(=O)c2ccc(Cl)cc2)c(OC)c1	-6.7	22	-60	1	21	-6	6	·	-30	-24
O=c1[nH]c(=O)n(C2CCCO2)cc1Br (centres undefined)	-2.4	104	9	-2	102	4	6	-4	0	-6
CCOc1ccccc1C1CC(=O)NC2=C1C(=O)CC(C)(C)C2 (centres undefined)	-2.2	100	-11	1	95	6	9	1	11	-10
CC(C)CCNC(=O)CNC(=S)N(CCCN1CCOCC1)Cc1cccs1	-2.3	108	17	-2	101	5	12	-10	-6	1
COc1ccccc1N1C(C)=CC(=C(C#N)c2nc3ccccc3s2)C=C1C	1.3	61	-24	-2	52	0	6	-3	·	6
O=C1CC(N2CCN(c3ccc(S(=O)(=O)N4CCCC4)cc3)CC2)C(=O)N1c1ccc(F)cc1 (centres undefined)	1.0	106	-49	0	96	12	7	-2	14	-9
O=C(COc1ccc(Cl)cc1Cl)NCC(=O)N/N=C/c1c[nH]c2ccccc12	-2.1	91	-18	0	81	10	4	-4	·	2
Cc1cccc(C)c1NC(=O)CN(C)C(=O)/C=C/c1cccs1	-1.3	101	-40	2	95	10	27	2	93*	5
CC(=O)Nc1ccccc1C(=O)C(=O)Nc1ccccc1	1.0	92	-22	-1	91	-1	11	1	1	1
CC(=O)Nc1cccc(NC(=O)C2CCCN2C(=O)Nc2cccc(F)c2)c1 (centres undefined)	0.6	95	-28	2	95	-4	8	0	3	-3
Cc1cc(Oc2ccccc2)nc(SCC(=O)Nc2ccc(Cl)cc2Cl)n1	1.2	84	-61	6	82	-6	4	1	10	-6
Cc1ccc(C(C(=O)NC2CCCCC2)N(C(=O)c2csnn2)C2CCCC2)o1 (centres undefined)	-2.7	83	-4	5	93	5	8	2	-5	0
O=C(OCC(O)C(O)COC(=O)c1ccccc1)c1ccccc1 (centres undefined)	-1.3	110	-50	4	105	5	37*	0	14	-8
CCOc1cccc(OCCCNCCCOC)c1	-0.1	93	-20	3	98	2	4	·	21	-7
Cc1cc(C)nc(NS(=O)(=O)c2ccc(NC(=O)CN3C(=O)c4ccccc4C3=O)cc2)n1	0.0	106	-60	3	103	-11	9	-1	·	-11
N/C(=N\OC(=O)c1ccc(Cl)cc1)c1cccnc1	-0.9	93	-15	-1	82	-14	3	1	2	-18
Cc1ccc(-n2nc3ccc(NC(=O)c4ccc5c(c4)OCO5)cc3n2)cc1	-1.7	97	-25	2	93	3	4	3	13	-9
COc1ccc(N2CCN(CC(=O)NC(=O)NCc3ccco3)CC2)cc1	-1.1	96	6	1	92	5	2	-6	·	0
